Screens as filed in PubChem.
CCHF vOTU inh: blocks the CCHF virus ovarian tumor domain protease; CCHFV vOTU protease, Pep-AMC fluorescence; inhibition, % at 11.5 µM; 0.55% of 370,000 active; AID 651958; in the data active = inhibition above about 30%; note: 0% = vehicle wells with enzyme and 100% = no enzyme wells
Rv3671c inh: Rv3671c (M. tuberculosis) protease inhibition | inhibition, % at 5.96 µM | 0.048% of 320,000 active | AID 2606; in the data active = inhibition above about 38%;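 note: extracellular domain of Rv3671c used as enzyme; 0% = enzyme with DMSO and 100% = no enzyme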
Target sequence (P9WHR9 whole entry, looked up, the tested form may be a part): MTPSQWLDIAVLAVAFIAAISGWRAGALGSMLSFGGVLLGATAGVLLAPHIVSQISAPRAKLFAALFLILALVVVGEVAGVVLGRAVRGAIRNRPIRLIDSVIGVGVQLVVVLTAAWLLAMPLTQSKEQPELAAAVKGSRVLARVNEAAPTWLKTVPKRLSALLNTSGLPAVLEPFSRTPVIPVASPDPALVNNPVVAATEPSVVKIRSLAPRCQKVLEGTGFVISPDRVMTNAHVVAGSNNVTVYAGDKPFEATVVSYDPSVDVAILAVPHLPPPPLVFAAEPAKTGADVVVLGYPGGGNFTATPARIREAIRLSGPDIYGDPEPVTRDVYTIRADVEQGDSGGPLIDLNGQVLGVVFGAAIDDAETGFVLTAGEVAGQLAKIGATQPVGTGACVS
Anthrax LF prot: inhibitors of Bacillus anthracis lethal factor protease. P15917. multiplex microsphere protease cleavage assay, LF. inhibition, % at 10 µM. 0.12% of 360,000 active. AID 588501; note: plate controls were buffer without enzyme for full effect and enzyme alone for no effect
PrPC surface inh: cell surface PrPC inhibition, primary TR-FRET screen; inhibition, % at 13.8 µM; TR-FRET read-out; 0.43% of 370,000 active; AID 720596; in the data active = inhibition above about 24%; note: 0% = median of the test wells and 100% = reference compound wells
3CLpro inhibitor: SARS-CoV 3CLpro protease inhibition | P0C6X7 | recombinant SARS-CoV 3CLpro, quenched FRET peptide cleavage | inhibition, % at 6 µM | 0.14% of 290,000 active | AID 1706; in the data active = inhibition above about 12%
DUSP3 inh: DUSP3 (human) phosphatase inhibition; P51452; recombinant VHR phosphatase, pNPP absorbance; inhibition, % at 13.3 µM; 0.52% of 290,000 active; in the data active = inhibition above about 50%; note: some compounds called inactive have numbers as strong as hits
Target sequence (P51452 whole entry, looked up): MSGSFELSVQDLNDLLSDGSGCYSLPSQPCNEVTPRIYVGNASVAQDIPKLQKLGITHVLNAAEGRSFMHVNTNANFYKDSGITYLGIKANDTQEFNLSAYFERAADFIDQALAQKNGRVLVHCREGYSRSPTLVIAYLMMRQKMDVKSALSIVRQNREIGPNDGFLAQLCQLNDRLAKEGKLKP
MazF activator: MazEF (E. coli) toxin RNase activation | FAM/BHQ RNA-DNA oligo cleavage fluorescence, 5 h | activation, % at 20 µM | P0AE70 | 0.32% of 350,000 active | AID 504720; in the data active = activation above about 50%
Target sequence (P0AE70 whole entry, looked up): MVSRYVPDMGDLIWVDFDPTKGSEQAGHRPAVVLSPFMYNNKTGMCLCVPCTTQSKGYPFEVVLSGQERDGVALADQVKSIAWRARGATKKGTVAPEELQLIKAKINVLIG
BoNT A protease: BoNT A light chain protease inhibition; AID 588499; inhibition, % at 10 µM; multiplex microsphere protease substrate cleavage, flow cytometry; 0.17% of 360,000 active; note: plate controls were buffer without enzyme for full effect and enzyme alone for no effect
SSB-PriA inh: inhibitors of Klebsiella pneumoniae PriA binding to SSB C-terminal tail; inhibition, % at 33 µM; AlphaScreen SSBct-PriA binding, biotinylated peptide; AID 1272365; 0.6% of 430,000 active; in the data active = inhibition mostly above about 37%, no sharp cut-off; inactive = mostly below about 20%;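 note: plate controls were negative control peptide for no effect and reference peptide for full effect; strong numbers were not always called active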
BoNT F protease: BoNT F light chain protease inhibition | Multiplex microsphere protease cleavage assay, flow cytometry | inhibition, % at 10 µM | 0.22% of 360,000 active | AID 588497; in the data active = inhibition above about 35%, passing the limit was not always enough; inconclusive = no clear call, values can overlap the other calls; note: plate controls were buffer without enzyme for full effect and enzyme alone for no effect
* = called active by the depositor; ? = inconclusive; nt = no result given; & = joins results of further samples. Cut-off read from the data, not from the text of the source, unless noted: active = inhibition above about 30%; inconclusive = no clear call, values can overlap the other calls; inactive = below that. A portion of the library; rates above refer to the full screens.

Start of the data: the first 4 records, to show the layout:
SMILES	CCHF vOTU inh	Rv3671c inh	Anthrax LF prot	PrPC surface inh	3CLpro inhibitor	DUSP3 inh	MazF activator	BoNT A protease	SSB-PriA inh	BoNT F protease
Cc1ccc(C(=O)Nc2cc([N+](=O)[O-])ccc2F)s1	17	2	0	-15	-5	-8	2	0.2	5	-5
Cc1ccc(N=C2C(=O)Nc3ccccc32)cc1	-16	-8	0	-1	-4	31	19	0.7	-17	?
COc1ccc(S(=O)(=O)N2CCOCC2)cc1NC(=O)Cc1ccc2c(c1)OCCO2	22	0	-2	6	nt	nt	-9	-2.4	-12	-5
CCC(=O)N1CCc2cc(S(=O)(=O)NCCC(=O)NC3CCCCCC3)ccc21	-11	5	-1	3	2	24	5	-0.3	-10	-6

The whole of this part (from the top)
SMILES	CCHF vOTU inh	Rv3671c inh	Anthrax LF prot	PrPC surface inh	3CLpro inhibitor	DUSP3 inh	MazF activator	BoNT A protease	SSB-PriA inh	BoNT F protease
Cc1ccc(C(=O)Nc2cc([N+](=O)[O-])ccc2F)s1	17	2	0	-15	-5	-8	2	0.2	5	-5
Cc1ccc(N=C2C(=O)Nc3ccccc32)cc1	-16	-8	0	-1	-4	31	19	0.7	-17	?
COc1ccc(S(=O)(=O)N2CCOCC2)cc1NC(=O)Cc1ccc2c(c1)OCCO2	22	0	-2	6	nt	nt	-9	-2.4	-12	-5
CCC(=O)N1CCc2cc(S(=O)(=O)NCCC(=O)NC3CCCCCC3)ccc21	-11	5	-1	3	2	24	5	-0.3	-10	-6
O=C(COC(=O)c1ccccc1C(=O)c1ccccc1)NCCc1ccccc1	2	-13	0	-1	2	42	-1	-0.5	-18	0
O=C(Nc1ccccc1)C1CC2CCCC(C1)C2=O (configuration not stated)	6	-6	-3	-6	1	-1	-6	-0.9	12	-11
CC1Cc2nc(SCC(=O)NCCc3ccccc3)n(C)c(=O)c2S1 (configuration not stated)	2	4	1	-6	-2	25	7	0.1	-5	-10
CCCCc1ccc(/C=C(\C#N)C(N)=S)s1	25	nt	-1	0	-2	9	7	-3.3	42	-8
O=C(Nc1ccc(OCC(F)(F)C(F)F)c(C(F)(F)F)c1)c1ccccc1	18	-48	-4	4	12	nt	5	-0.8	-12	-6
NNC(=O)c1n[nH]c(=O)c2ccccc12	13	1	-2	2	1	0	-1	-0.3	-8	2
CN1CCN(CC(O)COc2ccc(Cl)cc2)CC1 (configuration not stated)	-10	5	-2	-4	-2	19	1	0.6	-23	-1
O=c1[nH]cc(S(=O)(=O)Nc2ccc3c(c2)OCO3)c(=O)[nH]1	2	6	?	11	nt	nt	6	-5.8	-10	-4
Cc1cccc2c(N=Nc3ccc(S(=O)(=O)Nc4ccc(Cl)cc4)cc3[N+](=O)[O-])c(O)[nH]c12	0	7	-8	-2	-6	12	5	-0.1	7	1
O=C(c1ccccn1)N(Cc1cc2ccccc2[nH]c1=O)C1CCCCC1	8	0	4	0	3	23	5	-0.1	-17	3
O=CNc1ccc2c3c(cccc13)-c1ccccc1-2	-111	nt	2	17	nt	nt	2	2.2	-9	-2
O=C(NCC1CCCO1)c1onc(CSc2ccccc2)c1C(=O)O (configuration not stated)	6	-1	7	-6	7	25	2	-0.4	-7	-1
CCCNC(=O)Cn1sc2nc(C)cc(C)c2c1=O	14	6	-7	-6	1	-4	-12	1.0	3	-5
CCNC(=O)C1(C)CCN(C(=O)c2ccc(C(F)(F)F)cc2)C1 (configuration not stated)	-15	nt	-3	1	nt	nt	nt	-0.3	nt	2
COc1ccccc1N1CCN(S(=O)(=O)c2cn(C)nc2C)CC1	-3	1	0	2	3	2	11	-3.7	-14	-5
CC(C)(C)SCCNC(=O)CN(c1ccc(F)c(Cl)c1)S(C)(=O)=O	0	0	1	4	1	38	-8	0.7	6	-2
CN(C)c1cc[n+](CC(=O)N2CCCc3ccccc32)cc1	-3	0	0	6	0	26	3	0.4	-13	0
COc1cccc(Cn2cnc(-c3ccccc3OC)c2C2CC2)c1	9	nt	-7	12	nt	nt	nt	-0.2	nt	3
OC1COC(c2ccccc2)OC1C(O)C1OC(c2ccccc2)OCC1O (configuration not stated)	-9	nt	-3	-9	nt	nt	7	-0.3	-8	-11
COC(=O)c1cc(NC(C)=O)ccc1N1CCOCC1	21	0	0	5	1	-12	3	0.1	-7	0
CCOC(=O)N(C)c1c(CC)nc2c(OCc3ccc(S(C)(=O)=O)cc3)cccn12	-8	nt	-4	0	nt	nt	nt	0.7	nt	-6
O=C(NC1CCN(C(=O)Nc2ccccc2Cl)CC1)c1ccccc1	4	-3	7	-5	1	19	7	0.2	0	-1
N#C/C(=N\Nc1ccccc1)C(N)=S	-5	15	3	1	-4	0	8	3.6	nt	?
Cc1noc(C)c1COc1ccc(CC(=O)NC2CCCCCC2)cc1	7	-4	-7	-1	0	24	6	-1.2	-12	3
O=C(CCn1cccc1)Nc1cccc(F)c1	0	-8	-2	1	-1	11	-6	-0.1	10	0
CCOc1ccc(CCNC(=O)CCNC(=O)c2ccco2)cc1OCC	-15	-5	-1	-3	6	10	-1	1.2	-2	-1
CC(=O)c1cc(-c2ccccc2)n(CC(=O)NC(C)(C)C)c1C	7	-2	-1	3	0	8	11	-0.1	7	0
Cc1nnc(SCC(=O)NCc2ccccc2)[nH]c1=O	-2	1	-1	2	-1	19	-6	-3.0	-13	-6
O=C(NC1(Cc2ccccc2)CCN(Cc2ccc(-c3ccccc3)cc2)C1=O)c1ccccc1 (configuration not stated)	11	-27	-7	3	nt	nt	-8	0.1	7	3
O=C(CCc1ccccc1)N=C1SC2CS(=O)(=O)CC2N1Cc1ccccc1 (configuration not stated)	-5	-6	0	-1	4	8	-22	0.5	-6	4
O=C(Nc1ccccc1C(=O)N1CCOCC1)c1cc2ccccc2o1	15	3	4	-4	2	12	7	-2.8	-13	24
CC1(C)CC(=O)CC(=Nc2ccc3[nH]c(=O)[nH]c3c2)C1	-4	4	2	-3	0	-4	-5	0.1	-4	-4
CCn1cc(/C=C(\NC(=O)c2ccc(OC)cc2)C(=O)N2CCN(C)CC2)c2ccccc21	13	nt	0	-1	-2	16	1	-0.1	-1	-3
COc1cccc(NC(=O)CNC(=O)c2ccc(OC)c(OC)c2)c1	1	13	-6	-3	2	-22	4	-1.3	-2	-12
COc1ccc(C2=NS(=O)(=O)N(C)C(C(=O)N3CCOCC3)=C2)cc1OC	8	7	-3	-11	-1	17	4	-0.8	-5	-4
COCCn1c(C)c(C)c2c(NCCc3ccccc3)ncnc21	4	nt	13	1	1	27	4	-1.7	-1	11
O=C(Nc1cc(Cl)ccc1N1CCOCC1)c1cc2ccccc2o1	6	-3	-2	-4	-4	35	16	-1.6	-10	-3
Cc1cc(=O)oc2c3c(cc(OCC(=O)NCc4ccccn4)c12)OC(C)(C)CC3	-204	7	2	4	-2	-3	7	-0.7	-8	-6
CN(C)Cc1nc2c(c(=O)[nH]1)C(C)(C)Cc1ccccc1-2	5	1	-4	5	-7	0	-2	-0.3	-15	-1
COc1c2ccc(C(=O)NCCCCc3ccccc3)cc2nn1C	-26	5	-5	4	1	-24	2	-0.1	-4	-1
COc1cc(/C=C2\SC(=S)N(N3CCOCC3)C2=O)ccc1O	-4	-11	-6	0	-4	11	-82	0.1	2	-5
O=C(Nc1cc(C(F)(F)F)ccc1N1CCOCC1)c1c(F)c(F)c(F)c(F)c1F	-2	0	-4	-1	-2	-8	-1	0.7	-6	3
CN(C)S(=O)(=O)c1ccc(Cl)c(NC(=O)C2CCN(S(=O)(=O)c3cccs3)CC2)c1	-5	-1	-2	8	nt	nt	2	-0.5	-8	-6
COc1ccc(C(=O)Nc2ccc(NC(=O)c3ccccc3)cc2)cc1S(=O)(=O)N1CCOCC1	10	-3	-3	2	-3	18	2	-0.2	-1	-16
CCOC(=O)C1=NOC2C3CC(C12)C1C(=O)N(CCc2ccc(OC)c(OC)c2)C(=O)C31 (configuration not stated)	6	-4	-3	7	0	-11	-9	-0.2	-19	0
O=C(O)c1ccccc1N=Nc1ccc(O)cc1	14	-3	-1	-1	nt	nt	-21	0.8	-13	-4

New compounds follow:
SMILES	CCHF vOTU inh	Rv3671c inh	Anthrax LF prot	PrPC surface inh	3CLpro inhibitor	DUSP3 inh	MazF activator	BoNT A protease	SSB-PriA inh	BoNT F protease
O=C(Cn1cc(SCc2ccc(F)cc2)c2ccccc21)N1CCOCC1	15	0	-2	6	2	28	-8	-0.7	-8	-8
CC(C)CC(=O)NC(=S)Nc1ccc(N2CCN(C(=O)c3cccs3)CC2)cc1	-5	6	-5	8	7	4	-3	?	2	?
CN(Cc1ccccc1)S(=O)(=O)c1ccc(N2CCCC2=O)cc1	14	0	3	-1	nt	nt	7	-0.3	-7	2
O=C(c1sc2ccccc2c1Cl)N(Cc1ccccc1)C1CCS(=O)(=O)C1 (configuration not stated)	-5	2	nt	-12	9	13	3	nt	-1	nt
C=C1CCC2[C@](C)(CO)[C@H](O)CC[C@@]2(C)[C@@H]1C/C=C1\C(=O)OC[C@H]1O (some centres not stated)	-3	1	-1	6	nt	nt	5	-0.1	-6	4
O=C(Nc1nnc([C@H]2C[C@H](O)[C@@H](CO)O2)s1)c1cccc(Oc2ccccc2)c1	-8	nt	-7	0	nt	nt	nt	0.3	nt	-5
O=C(Cn1c(C(F)(F)F)nc2ccccc21)c1ccc(Cl)cc1	-13	-5	3	10	-5	-7	3	3.0	-27	2
CC(=O)NNc1ncnc2c1cnn2-c1ccc(C)c(C)c1	5	13	-1	-2	1	13	-2	-1.0	-2	-7
O=C1c2ccccc2NC(c2ccc(O)cc2)N1Cc1ccco1 (configuration not stated)	-77	-7	?	-1	3	-21	9	?	-4	20
O=C(CSc1nnc2scc(-c3ccc(Cl)cc3)n12)NCc1ccco1	3	-1	-5	4	-3	14	5	-7.0	5&-14	-10
CCCCn1c(N)c(N(CC(C)C)C(=O)c2ccc(N(C)S(=O)(=O)c3ccc(C)cc3)cc2)c(=O)[nH]c1=O	-3	2	-4	2	nt	nt	-3	0.7	-15	4
CC(C)CC(=O)N1CC(=O)Nc2ccc(F)cc2C1c1ccccc1 (configuration not stated)	8	5	5	-1	2	-12	10	-0.8	2	-1
CCOC(=O)COc1cccc2c(=O)n(CC(=O)NCCc3ccccc3)ccc12	-1	1	-3	4	2	-4	-10	0.5	-5	-4
CCOC(=O)C1CCN(c2cc(C)nc3ccc(OC)cc23)CC1	-9	0	-5	-2	4	13	3	0.1	4	2
CC(C)Cc1nnc(NS(=O)(=O)Cc2ccccc2)s1	3	0	2	2	-2	-2	2	7.2	-5	8
CCc1ccccc1NC(=O)CCC(=O)N1CCSc2ccccc21	4	3	5	4	2	17	6	0.2	5	1
CCOCCCNc1ccc(N2C(=O)CCCC2=O)cc1[N+](=O)[O-]	-5	5	-10	-30	-3	-2	0	-4.8	-10	-10
O=C(NCC(O)c1nc2ccccc2[nH]1)c1cc2ccccc2[nH]1 (configuration not stated)	5	nt	-4	0	nt	nt	nt	-0.4	nt	-12
N#Cc1cccc(NC(=O)CNc2cccc(S(=O)(=O)N3CCCC3)c2)c1	6	-2	2	5	nt	nt	-12	4.5	-6	14
COc1ccc(CNC(=O)CSc2ccc(Br)cc2)cc1OC	2	-10	-1	-1	3	1	2	-0.7	4	-5
COc1cc2c(C(=O)N3CCN(c4ccccc4F)CC3)cn(C)c(=O)c2cc1OC	-9	-4	0	-9	4	-8	9	0.5	-1	-3
CC1=C(C(=O)Nc2ccccc2)C(c2ccc3c(c2)OCO3)C2=C(CCCC2=O)N1 (configuration not stated)	-5	3	2	0	4	-23	3	-0.1	-27	2
O=C(NC1CCCCCC1)c1nc2ncccn2n1	7	2	-5	-1	-3	22	5	-1.1	-4	-2
Cc1nn(Cc2ccc(Cl)cc2)c2sc(C(=O)O)cc12	10	-10	-3	5	5	4	4	-0.3	-20	4
CCOC(=O)c1ccc(NC(=O)CN2C(=O)CCC2=O)cc1	4	-15	6	-8	-4	-5	1	0.5	-5	33
O=C(O)c1ccccc1C(=O)NC1=NN(c2ccccc2)CC1	17	-8	-7	9	-7	10	5	-0.4	4	-7
